Screening results: PubChem BioAssay, National Center for Advancing Translational Sciences (NCATS)
TDP1 cell noCPT – qHTS for Inhibitors of human tyrosyl-DNA phosphodiesterase 1 (TDP1): qHTS in cells in absence of CPT; DT40 Tdp1-/- hTDP1 cells, no CPT, ATP luminescence, 48 h; Potency, µM (highest dose often 46.2 µM), for inactives: at the highest dose activity change, negative = growth inhibition, most hits filed as inhibitors; actives 15% (n = 420,000); AID 686978, 2013; note: nearly all actives have a fitted effect of over 55% in size
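DT40 Tdp1-/-;hTDP1 cells, no CPT (DMSO vehicle only), 400 cells/well; compounds pin-transferred; ≥48 hr, 37 °C; CellTiter-Glo 30 min RT dark, luminescence read.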
KAT2A inh – GCN5L2 (KAT2A) acetyltransferase inhibition; Q92830; GCN5L2 HAT assay, ThioGlo1 CoA-SH fluorescence; Potency, µM (top dose mostly 58.9 µM), for inactives: at the top dose activity change, negative = inhibition, hits mostly inhibitors; actives 0.21% (n = 390,000); AID 504327
Target sequence (Q92830 whole entry, looked up): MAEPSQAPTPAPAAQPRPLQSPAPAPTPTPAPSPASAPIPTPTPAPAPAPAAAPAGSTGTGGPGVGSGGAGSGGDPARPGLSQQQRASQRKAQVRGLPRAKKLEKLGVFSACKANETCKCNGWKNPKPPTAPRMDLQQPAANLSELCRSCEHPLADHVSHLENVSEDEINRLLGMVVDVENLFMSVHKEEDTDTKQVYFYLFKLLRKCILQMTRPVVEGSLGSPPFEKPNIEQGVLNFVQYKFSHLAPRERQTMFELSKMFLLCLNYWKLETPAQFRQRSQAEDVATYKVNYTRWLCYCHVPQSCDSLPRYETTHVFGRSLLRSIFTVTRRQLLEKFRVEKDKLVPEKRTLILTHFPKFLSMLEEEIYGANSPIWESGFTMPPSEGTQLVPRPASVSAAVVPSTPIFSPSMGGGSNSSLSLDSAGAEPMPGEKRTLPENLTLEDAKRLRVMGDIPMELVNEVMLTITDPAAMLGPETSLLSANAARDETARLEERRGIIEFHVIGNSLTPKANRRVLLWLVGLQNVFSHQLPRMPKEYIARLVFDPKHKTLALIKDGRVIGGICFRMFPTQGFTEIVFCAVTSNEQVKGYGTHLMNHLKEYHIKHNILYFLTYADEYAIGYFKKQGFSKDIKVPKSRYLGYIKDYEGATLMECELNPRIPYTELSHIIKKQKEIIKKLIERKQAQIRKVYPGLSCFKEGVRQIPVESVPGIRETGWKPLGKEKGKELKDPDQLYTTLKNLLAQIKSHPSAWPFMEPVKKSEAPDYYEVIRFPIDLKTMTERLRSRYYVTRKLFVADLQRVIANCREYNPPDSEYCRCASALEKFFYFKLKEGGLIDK
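Enzyme at 20nM final was mixed with library compounds for 15 min at room temperature. Peptide H3(1-25) at 75uM, acetyl-CoA at 70uM and ThioGlo1 at 50uM were then added. Plates were read immediately and after 20 min (Ex340nm/Em540nm).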
DT40 TDP1 CPT – growth inhibition of DT40 Tdp1-/-;hTDP1 cells with camptothecin (screen for TDP1 inhibitors). actives 12% (n = 420,000). Potency, µM (top dose mostly 46.2 µM), without a hit: at the highest dose activity change, negative = growth inhibition, most hits filed as inhibitors. chicken DT40 Tdp1-/-;hTDP1 cells + 20 nM CPT, ATP luminescence, 48 h. AID 686979; note: nearly all actives have a fitted effect of over 55% in size
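Chicken DT40 Tdp1-/- cells complemented with human TDP1, 400 cells/well, exposed to compounds plus 20 nM camptothecin for at least 48 h at 37 C; viability read as ATP content by CellTiter-Glo luminescence.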
The depositor's hits bear a star; ? = inconclusive; . = no result given; [ ] = another dose, or the depositor's remark. Calls come from the whole dose curve; as a rule, active = well fitted curve in the direction sought with a large enough effect; inconclusive = small, poorly fitted or top-dose-only effect, or another doubt; inactive = no such curve, though single readings can be large; an effect the other way counts as inactive or inconclusive. % is set by controls: 0 for no effect and ±100 for the full control effect; potency is the fitted concentration of half-maximal effect. The order is random; any-hit rate near 18%.

SMILES	TDP1 cell noCPT	KAT2A inh	DT40 TDP1 CPT
C[C@@H](CO)NC(=O)[C@H]1O[C@@H](n2ccc(=O)[nH]c2=O)[C@H](O)[C@@H]1O	2%	.	-21%
N#CC1=C(Nc2ccc(Br)cc2)CCC1	-15%	-4%	-6%
O=C(CSc1nnc(-c2cccnc2)o1)Nc1ccccc1Br	8%	-3%	-17%
COCCCNC(=O)CC(NS(=O)(=O)c1ccc(C)cc1)c1ccc(OC)cc1 (configuration not stated)	-1%	-3%	-5%
COc1ccc(-c2csc3nc(C)nc(N4CCN(c5ccc(C(C)=O)cc5)CC4)c23)cc1OC	?	-13%	-11%
COc1ccccc1NC(=O)CCc1nc(-c2ccccc2F)no1	-23%	-7%	?
COc1ccc(-c2nc3nc(C)cc(C)n3n2)cc1	?	-9%	-1%
CCN(CC(=O)Nc1ccccc1C(F)(F)F)C(=O)C1=COCCO1	2%	2%	-2%
CCCc1c(C)[nH]c2ccccc2c1=O	?	-4%[0.501 µM]	?
Cn1cc(S(=O)(=O)c2ccccc2)c(=O)c2cc(F)c(N3CCN(c4ccc(F)cc4)CC3)cc21	?	0%	-29%
COc1ccccc1NC(=O)N1CCN(Cc2nc3ccc(C)cc3o2)CC1	-21%	22%	-19%
Cc1ccc(C(=O)NCC(c2cccnc2)N2CCc3ccccc32)cc1C (configuration not stated)	15µM*	-7%	7.3µM*
Cc1cc(C)n(C(=O)CN2C(=O)CCC2=O)n1	-1%	-9%	-2%
Cn1c(SCC(=O)NCc2ccccc2)ncc(C(=O)Nc2ccccc2)c1=O	?	5%	12µM*
COc1ccccc1N(CC(=O)N/N=C/c1ccc(OCC(=O)NCc2ccco2)cc1)S(=O)(=O)c1ccc(C)cc1	13µM*	-12%	?
CC(C)c1ccc(C2c3[nH]c4ccccc4c3C[C@H]3C(=O)N(c4ccccc4C(=O)N4CCC[C@@H]4C(=O)O)C(=O)N23)cc1 (some centres not stated)	6%	-29%	23%
CC(C)c1nc2cc(C(=O)N3CCN(c4cnccn4)CC3)ccc2o1	-10%	?	-9%
CCOc1ccc2ncc3c(-c4ccc(C)cc4)nn(-c4cccc(F)c4)c3c2c1	-14%	0%	-16%
CC(C)C(=O)Nc1ccc2nc(SCC(=O)N3CCCC3)sc2c1	?	-9%	?
CCOC(=O)N1CCN(S(=O)(=O)c2ccc(OCC(=O)OC)c(Cl)c2)CC1	-4%	-1%	0%
Cc1ccc(NC(=O)N2CCCN(C(=O)OC(C)(C)C)CC2)cc1Cl	?	-10%	-9%
COc1ccc(CN=Cc2c(O)[nH]c3ccccc23)cc1	?	-6%	?
CCn1cc(S(=O)(=O)Nc2ccc(C)c(Cl)c2)cn1	1%	?	-15%
N#CCSc1nnc2sc3ccccc3n12	-10%	-3%	20%
COc1ccccc1CCN=C(N)NS(=O)(=O)c1cc(F)ccc1F	-16%	?	?
O=C(Oc1cccc(Nc2ncnc3ccccc23)c1)c1cccnc1	-10%	-7%	?
COc1ccc(NC(=O)NNC(=O)CCc2ccc(O)c(O)c2)cc1OC	-1%	?	21%
COc1ccc(CN2CCN(CCc3ccccc3)C(CCO)C2)c(O)c1 (configuration not stated)	-14%	5%	-11%
COc1ccc(N2CCN(c3ccc(C(=O)O)cc3[N+](=O)[O-])CC2)cc1	8%	-4%	20%
Cc1cc(CNC(=O)C2CCC(=O)N(Cc3ccccc3F)C2)nn1C (configuration not stated)	10%	0%	13%
O=C(NCC1CCCO1)c1ccc([N+](=O)[O-])s1 (configuration not stated)	26µM*	-6%	13µM*
CC(=O)Nc1ccc(Sc2ccccc2C(=O)O)cn1	16%	-15%	4%
COC(=O)[C@]12CCCCC=C1N(Cc1cccc3ccccc13)C(=O)[C@H](CC(=O)NCC1CCCCC1)C2	18µM*	.	?
CN(C)N1C(N)=C(C#N)C(c2cccs2)C2=C1CCCC2=O (configuration not stated)	-12%	-8%	11%
NC(=O)C1CC(=O)N(c2ccc(OCC(=O)N3CCCC3)cc2)C1 (configuration not stated)	-14%	.	2%
C/C(=N\Nc1nc(C)c(C)s1)c1ccc([N+](=O)[O-])cc1	21µM*	-4%	?
Cc1ccsc1C(=O)OCC(=O)N1C(C)CCCC1C (configuration not stated)	-24%	-1%	1%
S=C(NCc1ccncc1)Nc1cccc(Cl)c1	-15%	-2%	-8%
COc1ccccc1/C=C/C(=O)OCC(=O)Nc1ccc2c(c1)OCO2	3%	-6%	-5%
COCCCN(C(=O)c1ccc2ccccc2n1)c1c(N)n(Cc2ccccc2)c(=O)[nH]c1=O	-26%	1%	1%
O=C(NC1CC2CCCC(C1)N2C(=O)Nc1cccc(F)c1)C1CC1 (configuration not stated)	-3%	-4%	-3%
COCCNC(=O)CCC1CCN(Cc2ccc(-c3ccccc3)cc2)CC1	?	4%	?
Cc1nc2ccccn2c(=O)c1NC(=O)COc1ccccc1	-2%	.	-4%
CCC1(C)Cc2c(C#N)c(N)n(N)c(=S)c2CO1 (configuration not stated)	-19%	-4%	-18%
CCN(C(=O)c1cc2c(=O)[nH]c3ccc(C)cc3c2s1)c1cccc(C)c1	18µM*	3%	?
CC(=O)Nc1ccc(OCC(=O)N(CC(C)C)C2CCS(=O)(=O)C2)cc1 (configuration not stated)	-5%	0%	1%
COc1ccc(NC(=O)Cn2cc(C(=O)c3cccs3)c3ccccc32)cc1	?	0%	?
CCOc1ccc(Oc2ccccc2NS(=O)(=O)c2ccc(CCC(=O)O)cc2)cc1	?	-8%	?
C=CCNC(=O)CCCCCNS(=O)(=O)c1ccc(OC)cc1	-11%	33%[activator]	?
O=C(NC1CCCCC1)c1ccc2snnc2c1	?	-4%	?

New compounds follow:
SMILES	TDP1 cell noCPT	KAT2A inh	DT40 TDP1 CPT
CCC(Oc1ccccc1)C(=O)N1CCN(Cc2cc(=O)n3nc(-c4cccc(C)c4)sc3n2)CC1 (configuration not stated)	23µM*	-1%	?
CCCCOc1cccc(C2/C(=C(/O)c3ccc4c(c3)CC(C)O4)C(=O)C(=O)N2CCN2CCOCC2)c1 (configuration not stated)	1%	-10%	-19%
O=C(NCc1cccs1)C1CCN(S(=O)(=O)c2cccc([N+](=O)[O-])c2)CC1	-11%	-2%	5%
O=c1c2oc3ccccc3c2n(Cc2cccc(Cl)c2)c(=O)n1Cc1ccc2c(c1)OCO2	?	-5%	-22%
CCOc1ccccc1NC(=O)c1sc2nc(-c3ccc(OC)cc3)ccc2c1N	13µM*	-7%	21µM*
COCCNC(=O)C1C(=O)Nc2ccccc2C(=O)N1Cc1ccccc1 (configuration not stated)	-5%	.	15%
Nc1ccn([C@@H]2O[C@H](C(=O)NCCc3ccc(F)cc3)[C@@H](O)[C@H]2O)c(=O)n1	0%	.	-6%
O=C1CCCCc2cc(O)c(O)cc21	?	.	?
O=C(NC1CCCCCC1)C1CCN(C(=O)Cc2ccccc2)CC1	?	-5%	0%
Cc1ccc(CNC(=O)C2CCN(S(=O)(=O)N3CC(C)CC(C)C3)CC2)cc1 (configuration not stated)	8%	-3%	-6%
CCOC(=O)C(C#N)C(=N)C1C(=O)OC2CCCCC21 (configuration not stated)	-20%	.	-1%
Cc1ccc(S(=O)(=O)Nc2cc(=O)[nH]c(SCc3ccc(Cl)cc3)n2)cc1	?	-1%	?
c1ccc(C2=Nc3ccccc3OC2)cc1	11µM*	-1%	18µM*
COc1cccc(C(O)c2ncc(-c3ccccc3OC)[nH]2)c1 (configuration not stated)	-25%	.	-29%
CCOC(=O)c1nn(-c2ccc(F)cc2)c(=O)c(C#N)c1C	6%	-10%	0%
COc1ccc(Cl)cc1S(=O)(=O)N(C)CC(=O)NCc1ccccn1	2%	1%	7%
COc1cccc2[nH]c3c(=O)[nH]cnc3c12	6%	-9%	3%
COc1cccc(CC2(CO)CCN(S(=O)(=O)N(C)C)CC2)c1	-23%	-17%	2%
CC(C)Oc1ccc(CC(=O)NNC(=S)Nc2ccc(Br)cc2)cc1	?	-2%	?
Cn1ccc(NC(=O)Nc2cccc([N+](=O)[O-])c2)n1	-21%	1%	2%
Cc1ccccc1NC(=O)c1cc2c(C)nc3ccccc3c2o1	23µM*	-8%	?
COc1ccc(-c2csc(N(CC3CCCO3)C(=O)c3cccs3)n2)cc1 (configuration not stated)	?	-7%	12µM*
Cc1nn(C)c(C)c1S(=O)(=O)N1CCCC(C(=O)NCC2COc3ccccc3O2)C1 (configuration not stated)	?	-1%	?
Cc1ccc(NS(=O)(=O)c2ccc(OCC(=O)NCc3cccnc3)cc2)cc1	-5%	-3%	-15%
COc1ccc(NC(=O)c2cc(C)n(Cc3cccs3)c2C)cc1	?	-3%	2%
COCCCNC(=O)c1ccc2sc([C@@H]3O[C@H](CO)[C@H](O)[C@H](O)[C@H]3O)nc2c1	-1%	.	7%
CC1(c2ccccc2Cl)NC(=O)N(CC(=O)Nc2cccnc2Cl)C1=O (configuration not stated)	-18%	-6%	-1%
O=[N+]([O-])c1cc(S(=O)(=O)N2CCCCC2)ccc1NCCN1CCOCC1	-6%	-3%	-16%
CN(C)c1cccc(C(=O)N2CCC(c3c[nH]c4ccccc34)(c3c[nH]c4ccccc34)CC2)c1	?	-4%	?
N#CC(OC(=O)c1ccccc1)c1ccccc1 (configuration not stated)	-7%	.	-5%

A few values from above:
KAT2A inh result of CN(C)c1cccc(C(=O)N2CCC(c3c[nH]c4ccccc34)(c3c[nH]c4ccccc34)CC2)c1 : -4%
DT40 TDP1 CPT result of O=[N+]([O-])c1cc(S(=O)(=O)N2CCCCC2)ccc1NCCN1CCOCC1 : -16%

(list continues)
SMILES	TDP1 cell noCPT	KAT2A inh	DT40 TDP1 CPT
CCOC(=O)c1cc(NC(=O)N2CCCc3ccccc32)c(C)nc1C	?	-4%	-21%
CS(=O)(=O)c1ccc(Cl)c(NC(=O)CN2C(=O)C3CCCCC3C2=O)c1 (configuration not stated)	-21%	-1%	7%
CC(=O)c1ccc(-c2cnc3c(NC=O)cc(-c4ccccc4Oc4ccccc4)cn23)cc1	21µM*	.	?
CCOC(=O)CNC(=O)/C(=C\c1ccc(F)cc1)NC(=O)c1ccccc1	-1%	0%	-1%
CN(C)C(=O)c1cccc(-c2cnc3c(NC=O)cc(-c4ccc(N(C)C)cc4)cn23)c1	?	.	18µM*
CC/C(=C\c1ccc(C(=O)OC)cc1)c1cc(OC)cc2oc3ccccc3c12	?	.	?
O=[N+]([O-])c1ccc2c(c1)C(N1CCN(CCO)CC1)Cc1ccc(F)cc1S2 (configuration not stated)	?	.	?
COc1ccc(-n2c(=O)c3ccccc3n(Cc3ccc(F)cc3Cl)c2=O)cc1OC	-1%	-2%	-5%
Cc1ccc(NC(=S)NCc2cccnc2)cc1	-10%	-4%	7%
Cc1cccc(C(=O)Nc2cccc(C(=O)N/N=C/c3ccncc3)c2)c1	-13%	4%	-7%
CN(CCCCOc1ccc(F)cc1)Cc1ccccc1	-2%	-15%	-15%
Cn1c(CCN2CCN(c3ccccn3)CC2)nc2cc(NS(=O)(=O)c3ccccc3)ccc21	13µM*	-4%	?
CCCNC(=O)COCc1cc(-c2ccc3c(c2)OCO3)on1	?	-13%	-18%
CCOC(=O)c1c([N+](=O)[O-])c(C)[nH]c(=O)c1C#N	-8%	-5%	18%
Cn1c(=O)n(C)c2cc(NC(=O)c3ccc(F)cc3)c(Br)cc21	-21%	-29%	5%
COc1ccc(NC(=O)COCc2cc(-c3ccco3)on2)cc1Cl	-24%	-11%	?
O=C(CN1CCC(n2nnc3cc(C(F)(F)F)ccc32)CC1)NCc1cccs1	?	-1%	?
CN(C)CCCOc1cccc(Cl)c1	9%	-3%	-3%

Compounds shown so far that contain an NH in an aromatic ring:
SMILES	TDP1 cell noCPT	KAT2A inh	DT40 TDP1 CPT
C[C@@H](CO)NC(=O)[C@H]1O[C@@H](n2ccc(=O)[nH]c2=O)[C@H](O)[C@@H]1O	2%	.	-21%
CCCc1c(C)[nH]c2ccccc2c1=O	?	-4%[0.501 µM]	?
CC(C)c1ccc(C2c3[nH]c4ccccc4c3C[C@H]3C(=O)N(c4ccccc4C(=O)N4CCC[C@@H]4C(=O)O)C(=O)N23)cc1 (some centres not stated)	6%	-29%	23%
COc1ccc(CN=Cc2c(O)[nH]c3ccccc23)cc1	?	-6%	?
COCCCN(C(=O)c1ccc2ccccc2n1)c1c(N)n(Cc2ccccc2)c(=O)[nH]c1=O	-26%	1%	1%
CCN(C(=O)c1cc2c(=O)[nH]c3ccc(C)cc3c2s1)c1cccc(C)c1	18µM*	3%	?
Cc1ccc(S(=O)(=O)Nc2cc(=O)[nH]c(SCc3ccc(Cl)cc3)n2)cc1	?	-1%	?
COc1cccc(C(O)c2ncc(-c3ccccc3OC)[nH]2)c1 (configuration not stated)	-25%	.	-29%
COc1cccc2[nH]c3c(=O)[nH]cnc3c12	6%	-9%	3%
CN(C)c1cccc(C(=O)N2CCC(c3c[nH]c4ccccc34)(c3c[nH]c4ccccc34)CC2)c1	?	-4%	?
CCOC(=O)c1c([N+](=O)[O-])c(C)[nH]c(=O)c1C#N	-8%	-5%	18%
